CHO parental Ca – ATP-evoked calcium signal inhibitors, parental CHO, primary screen, counter-screen for OX1R antagonist project, cell-based, fluorescence, Fluo-8 calcium dye | inhibition, % at 5.6 µM | 330,000 compounds, 0.63% hits | AID 463079, 2010 | parental CHO-K1, ATP-induced calcium, Fluo-8 fluorescence;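 active = inhibition above that plate's mean sample inhibition plus 3 SD, cut at about 26% in these data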;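 note: 0% = ATP-challenged DMSO wells and 100% = DMSO wells without ATP; some compounds past the cut are filed as inactive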
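Test system: untransfected parental CHO cell line. Compound: one dose, 5.6 µM nominal. Detection: intracellular calcium via Fluo-8 no-wash fluorescent dye. Measure: % inhibition. Benchmarks: ATP-challenged DMSO wells low, unchallenged DMSO wells high.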
M1 ag parental – counter-screen for M1 agonists: effect in parental CHO-K1 cells. Fluo-8 calcium fluorescence; scaled to maximal ATP response, vehicle zero. activation, % at 3 µM. 360,000 compounds, 0.48% hits; in the data active = activation above about 15%;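 note: untransfected CHO-K1 host cells lacking M1 receptor as counterscreen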
TAAR1 antag – human TAAR1 antagonists, primary screen, Fluo-8 calcium fluorescence, CHO RD-HGA16 cells; Trace amine-associated receptor 1 (Homo sapiens), Q96RJ0; antagonist; inhibition, % at 3 µM; 360,000 compounds, 1.5% hits;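 active = inhibition above a per-plate cutoff, the mean inhibition of test compounds on that plate plus 3 SD, cut at about 49% in these data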;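 note: 0% = DMSO plus EC80 beta-PEA response and 100% = DMSO alone without agonist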
Target sequence (Q96RJ0 whole entry, looked up): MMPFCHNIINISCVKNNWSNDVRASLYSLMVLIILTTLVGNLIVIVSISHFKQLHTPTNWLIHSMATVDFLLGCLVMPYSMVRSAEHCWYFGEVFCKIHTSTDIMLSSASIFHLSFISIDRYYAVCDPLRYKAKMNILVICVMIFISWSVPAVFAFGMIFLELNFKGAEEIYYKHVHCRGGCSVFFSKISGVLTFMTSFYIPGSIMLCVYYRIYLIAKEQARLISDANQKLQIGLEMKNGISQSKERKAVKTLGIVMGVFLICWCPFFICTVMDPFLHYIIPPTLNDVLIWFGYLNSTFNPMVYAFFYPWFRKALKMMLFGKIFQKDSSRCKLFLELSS
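Material: CHO RD-HGA16 cells bearing hTAAR1; compound dosing: one-point dosing, 3 µM nominal final; schedule: dye loading 75 min at 37 °C, then 30 min room temperature; measured by: calcium fluorescence with Fluo-8; control set: vehicle and agonist controls; replication: n of 1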
CHO-K1 Ca antag – counter-screen for M1 antagonists: effect in parental CHO-K1 cells | ATP-induced calcium, Fluo-8 fluorescence | inhibition, % at 3 µM | 360,000 compounds, 0.6% hits | AID 602250;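 active = inhibition above a per-plate cutoff, the plate's mean sample inhibition plus 3 SD, cut at about 24% in these data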;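 note: 0% = DMSO plus EC80 ATP and 100% = DMSO alone without ATP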
M1 PAM parental – nonselective calcium activators in parental CHO-K1 cells, primary screen, counter-screen for M1 PAM project, cell-based, Fluo-8 calcium fluorescence, full deck, 1536-well. 360,000 compounds, 0.02% hits. activation, % at 3 µM. ATP EC20; 0% at ATP EC20, 100% at ATP max;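 active = activation above the run cutoff, the mean activation of all test compounds plus 3 SD, cut at about 40% in these data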;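 note: peak over basal fluorescence ratio in a 140 s read after ATP addition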
CHRM1 agonist – human M1 muscarinic receptor agonists, primary screen, Fluo-8 calcium fluorescence, CHO-K1 cells, HTS; Muscarinic acetylcholine receptor M1 (Homo sapiens), P11229; CHO-K1 hM1, agonist mode; 0% DMSO, 100% acetylcholine EC100; activation, % at 3 µM; 360,000 compounds, 0.33% hits; AID 588814, 2011;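 active = activation above the run's mean compound activation plus 3 SD, cut at about 16% in these data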;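 note: peak over basal fluorescence ratio within a 140 s kinetic read after compound addition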
Target sequence (P11229 whole entry, looked up): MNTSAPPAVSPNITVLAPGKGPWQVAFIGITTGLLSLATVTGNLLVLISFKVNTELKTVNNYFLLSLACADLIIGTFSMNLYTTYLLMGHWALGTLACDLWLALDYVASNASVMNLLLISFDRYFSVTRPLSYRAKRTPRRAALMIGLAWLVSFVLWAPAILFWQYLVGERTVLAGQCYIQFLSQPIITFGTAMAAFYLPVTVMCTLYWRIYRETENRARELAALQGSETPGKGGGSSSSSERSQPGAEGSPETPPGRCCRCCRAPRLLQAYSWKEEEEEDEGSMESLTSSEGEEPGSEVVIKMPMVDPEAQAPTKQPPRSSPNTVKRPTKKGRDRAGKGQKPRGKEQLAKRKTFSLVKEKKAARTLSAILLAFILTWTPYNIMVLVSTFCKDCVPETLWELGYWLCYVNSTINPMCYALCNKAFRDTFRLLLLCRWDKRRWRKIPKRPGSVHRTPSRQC
M1 antag – human M1 muscarinic receptor antagonists, primary screen, CHO-K1 cells, Fluo-8 calcium fluorescence, 1536-well. AID 588852, 2011. CHO-K1 hM1, ACh EC80 antagonist. 360,000 compounds, 1.3% hits. inhibition, % at 3 µM;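 active = percent inhibition above its own plate's cutoff, namely the mean of that plate's compound wells plus 3 SD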;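 note: peak over basal fluorescence ratio during 140 s after agonist addition; 0% = ACh EC80 plus DMSO and 100% = DMSO alone without agonist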
TAAR1 agonist – human TAAR1 agonists, primary screen, Fluo-8 calcium fluorescence, CHO RD-HGA16 cells; Trace amine-associated receptor 1 (Homo sapiens), Q96RJ0; vehicle wells 0%, saturating PEA agonist 100%; activation, % at 3 µM; 360,000 compounds, 0.99% hits; AID 624467, 2012;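 active = activation above the mean activation of all test compounds in the run plus 3 SD, cut at about 38% in these data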
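Test system: RD-HGA16 (CHO) cells co-expressing Gα16 and hTAAR1 / Benchmarks: DMSO vehicle as 0%, PEA at EC100 as 100% / Repeats: no replicates (n 1) / Measure: % activation from peak over basal fluorescence ratio, DMSO-to-PEA scaled / Timing: 17-24 h plating, Fluo-8 75 min 37 °C, 30 min RT / Technique: kinetic Fluo-8 calcium fluorescence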
OXTR potentiate – human OXTR potentiators, primary screen, fluorescence, CHO-OTR cells, Fluo-8 calcium. Oxytocin receptor (Homo sapiens), P30559. Fluo-8 calcium fluorescence, potentiator mode; 0% = oxytocin EC15, 100% = EC100. activation, % at 3 µM. 320,000 compounds, 0.061% hits. AID 2445, 2010;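 active = activation above that plate's cutoff, the mean activation of tested compounds plus 3 SD, cut at about 6.6% in these data, passing the limit was not always enough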;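 note: 100% uses oxytocin at 75 nM as the full agonist control; some results filed as inactive read as strong as hits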
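assay system = CHO-OTR cells, human receptor | schedule = compound 6 min at room temperature before oxytocin, 100 s read | detection = Fluo-8 intracellular calcium fluorescence, ex 470-495, em 515-575 nm | evaluation = normalized max/min fluorescence ratio, % activation | control set = EC15 oxytocin alone as 0%, 75 nM oxytocin (EC100) as 100%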
Numbers without * were called inactive; x = no result given. This is a random part of the collection; any-hit rate near 4.2%.

nr	Molecule	CHO parental Ca	M1 ag parental	TAAR1 antag	CHO-K1 Ca antag	M1 PAM parental
1	COC(=O)c1cc(S(=O)(=O)Nc2ccc(C)c(F)c2)c[nH]1	-1	0.7	3	3	0
2	CC(=O)Oc1ccc(-c2nc3c(C)cccc3c(=O)o2)cc1	0	0.4	0	-3	18
3	CC(C)Oc1ccc(CCNC(=O)CC2C(=O)NCCN2C)cc1 (stereo not drawn)	-18	0.1	-26	7	10
4	Cc1ccc(C(=O)Oc2ccc(/C=C3\C(=N)N4N=C(N5CCOCC5)SC4=NC3=O)cc2)cc1	-18	0.7	0	0	8
5	O=C(/C=C/c1cccc([N+](=O)[O-])c1)n1cnc2ccccc21	x	0.6	-1	-10	13
6	Cc1nnc(SCC(=O)NC2CC2)s1	-6	0.0	-14	-2	-11
7	CC(=O)C(Cc1cnc(Cl)s1)(Cc1cnc(Cl)s1)C(C)=O	-42	1.3	-18	-9	18
8	CCOC(=O)c1nn(-c2ccc(F)cc2)c(=O)cc1OCC(=O)Nc1cccc(C)c1	-20	-0.1	-12	9	9
9	O=C(CSc1nnc(CNC(=O)c2ccc(F)cc2)o1)NCc1ccccc1Cl	-6	4.0	4	-11	6
10	CCOC(=O)C1=CCN(S(=O)(=O)c2ccccc2Br)C1c1cccc(C)c1 (stereo not drawn)	x	1.3	30	3	10

nr	CHRM1 agonist	M1 antag	TAAR1 agonist	OXTR potentiate
1	-2	10	4	-10
2	-5	-1	0	-5
3	-3	-9	4	-6
4	-4	-5	-3	-1
5	1	3	6	x
6	-2	-5	3	-5
7	-3	-3	2	0
8	0	-18	-1	-10
9	3	-15	4	3
10	-10	7	2	x

Reprinted from the entries so far for reference:
nr	Molecule	CHO parental Ca	M1 ag parental	TAAR1 antag	CHO-K1 Ca antag	M1 PAM parental
1	COC(=O)c1cc(S(=O)(=O)Nc2ccc(C)c(F)c2)c[nH]1	-1	0.7	3	3	0
2	CC(=O)Oc1ccc(-c2nc3c(C)cccc3c(=O)o2)cc1	0	0.4	0	-3	18

nr	CHRM1 agonist	M1 antag	TAAR1 agonist	OXTR potentiate
1	-2	10	4	-10
2	-5	-1	0	-5

(more compounds)
nr	Molecule	CHO parental Ca	M1 ag parental	TAAR1 antag	CHO-K1 Ca antag	M1 PAM parental
11	CCc1cc2c(=O)n(-c3ccc(Br)cc3)cnc2s1	-12	0.1	7	-20	18
12	Cc1cccc(NC(=O)CN(C)S(=O)(=O)c2cccc3nsnc23)c1C	-14	1.4	-9	1	18
13	O=C(CCCCCCCC(=O)N1CCCCCC1)N1CCCCCC1	x	1.0	5	2	-15
14	CC[C@H](C)[C@H]1CNC(=S)N1CC1CCN(CC)CC1	x	-0.2	-11	-5	-9
15	O=C(O)C1Nc2ccc(C(F)(F)F)cc2C2OCCC12 (stereo not drawn)	3	0.1	15	-4	7
16	COc1ccc(OCC(=O)Nc2nnc(-c3ccco3)s2)cc1	-11	0.5	-26	7	-8
17	Cc1ccc(CNC(=O)C2CCC(CNc3c(N4CCOCC4)c(=O)c3=O)CC2)cc1 (stereo not drawn)	3	0.4	0	3	8
18	Nc1cc(N)nc(SCC(=O)N2CCN(S(=O)(=O)c3ccccc3)CC2)n1	1	0.9	-1	-24	17
19	C/C(=N\NS(=O)(=O)c1ccc([N+](=O)[O-])cc1)c1c[nH]c2ccccc12	6	0.3	-12	-12	18
20	CC1CCN(Cc2nnnn2CCCC(=O)NCCN2CCOCC2)CC1	-10	0.7	-2	-7	9

nr	CHRM1 agonist	M1 antag	TAAR1 agonist	OXTR potentiate
11	-2	-12	3	-3
12	-2	-12	4	-14
13	0	-6	5	x
14	-11	20	7	x
15	-4	-8	7	3
16	1	10	1	-5
17	-1	-2	1	1
18	-4	-3	1	-1
19	-2	-9	0	10
20	-4	-16	1	-5

Gathered by group: the entries above with a nitro group on carbon (two)
nr	Molecule	CHO parental Ca	M1 ag parental	TAAR1 antag	CHO-K1 Ca antag	M1 PAM parental
5	O=C(/C=C/c1cccc([N+](=O)[O-])c1)n1cnc2ccccc21	x	0.6	-1	-10	13
19	C/C(=N\NS(=O)(=O)c1ccc([N+](=O)[O-])cc1)c1c[nH]c2ccccc12	6	0.3	-12	-12	18

nr	CHRM1 agonist	M1 antag	TAAR1 agonist	OXTR potentiate
5	1	3	6	x
19	-2	-9	0	10

New compounds follow
nr	Molecule	CHO parental Ca	M1 ag parental	TAAR1 antag	CHO-K1 Ca antag	M1 PAM parental
21	Cc1cccc(OCCOCCSc2ncccn2)c1	-26	0.1	4	3	3
22	Cc1onc(-c2ccccc2Cl)c1C(=O)Nc1cc(=O)n(C)c(=O)n1C	-24	0.1	-11	4	0
23	COC(=O)c1ccc(CSc2cc(C)c3cc(C)cc(C)c3n2)o1	-18	0.7	3	-11	14
24	COc1ccc(-c2nnc(SCC(=O)N3CCCC(C)C3)o2)c(OC)c1 (stereo not drawn)	-20	1.1	-12	-11	4
25	Cc1ccc(NC(=O)c2cccc3c2-c2ccccc2C3=O)cc1C	-18	0.9	6	4	10
26	O=C(CSc1nccn1Cc1ccco1)Nc1ccccc1C(F)(F)F	-16	-0.5	-23	17	-21
27	COc1ccc([N+](=O)[O-])cc1NC(=O)Nc1ccc(OC)c(OC)c1	-14	0.7	18	2	-9
28	O=c1c2ccccc2nc(CSc2nnnn2-c2ccccc2)n1-c1cccc(C(F)(F)F)c1	-11	0.1	-7	-2	-4
29	CC(C)n1c(N2CCN(C(=O)N3CCCCC3)CC2)nc2ccccc21	-9	2.1	-6	12	-2
30	O=S(=O)(c1ccccc1)c1nnn2c1nc(NC1CCN(Cc3ccccc3)CC1)c1ccccc12	-20	3.2	-13	-1	10

nr	CHRM1 agonist	M1 antag	TAAR1 agonist	OXTR potentiate
21	-4	-7	6	-15
22	1	-12	-1	-2
23	-2	-1	2	-6
24	-8	5	10	-9
25	-6	-1	1	-2
26	-3	-5	1	-1
27	-2	6	0	-3
28	3	-6	5	-5
29	-5	-5	3	-18
30	-5	13	17	-2

Additional entries:
nr	Molecule	CHO parental Ca	M1 ag parental	TAAR1 antag	CHO-K1 Ca antag	M1 PAM parental
31	Cc1nn(-c2ccccc2)c(Cl)c1CN(C(=O)CCl)c1ccc(Cl)cc1	32	0.3	60*	19	-4
32	CO/N=C(\C(=O)N[C@@H]1C(=O)N2C(C(=O)O)=C(COC(N)=O)CS[C@H]12)c1ccco1	-3	-0.1	-7	11	-14
33	CCOC(=O)N=Nc1c2ccccc2c2nc3no[nH]c3nc12	x	0.5	8	2	9
34	C=CCn1c(SCC(=O)Nc2ccc3c(c2)OCO3)nnc1-c1cc(Br)ccc1O	-23	3.7	17	-7	12
35	CNc1ccc(-c2cccc(C#N)c2)cn1	x	-0.5	-6	1	3
36	Cc1c(NC(=O)Nc2ccccc2Cl)sc(=S)n1C	0	0.6	0	25*	-9
37	CN1CCN(S(=O)(=O)c2ccc(NC(=O)c3csc4ccccc34)cc2)CC1	-10	-0.1	x	7	-9
38	Cc1nn(C)cc1CN(C)C(=O)CCc1nnc(CCC2CCCCC2)o1	-10	1.3	-21	-8	19
39	Cc1cc(=O)cc(C)n1-c1ccc(O)cc1	-5	-0.5	-6	12	-5
40	COc1ccc2c(c1)C(=O)N(CCc1ccc(S(=O)(=O)NC(=O)NC3CCCCC3)cc1)C(=O)C2(C)C	-11	-0.2	-6	-14	15

nr	CHRM1 agonist	M1 antag	TAAR1 agonist	OXTR potentiate
31	-9	27	-2	-8
32	1	-44	1	-1
33	0	-5	23	x
34	-2	1	10	-4
35	-4	-3	-1	x
36	-4	2	9	1
37	-2	6	x	-9
38	-5	-12	1	-8
39	-7	1	2	-2
40	-6	-23	-2	-8

Other compounds
nr	Molecule	CHO parental Ca	M1 ag parental	TAAR1 antag	CHO-K1 Ca antag	M1 PAM parental
41	Cc1ccc(S(=O)(=O)NC(CC(=O)OCc2ccccc2)C(=O)OCc2ccccc2)cc1 (stereo not drawn)	x	1.6	33	-5	18
42	CC(C)(C)C1CCC(CN2CCC(CN3C(=O)C(=O)NC[C@@H]3Cc3ccccc3)CC2)CC1 (stereo partly drawn)	x	0.5	-11	-1	17
43	CC(=O)Nc1ccccc1NC(=O)C/C(C)=N/NC(=O)c1ccncc1	-9	-0.2	-10	-6	11
44	CCCC(=O)N(Cc1cc2cc(OC)ccc2[nH]c1=O)c1ccc(OC)cc1	x	1.6	-1	-4	1
45	O=C1Nc2ccc([N+](=O)[O-])cc2OC1CCN1CCN(Cc2ccccc2)CC1 (stereo not drawn)	-1	1.4	23	-4	-5

nr	CHRM1 agonist	M1 antag	TAAR1 agonist	OXTR potentiate
41	-3	11	3	x
42	-11	-5	0	x
43	-3	-8	7	-7
44	-1	-7	-1	x
45	-2	0	3	-4
